LMPTP block: blocks human LMPTP phosphatase. P24666. recombinant LMPTP-A, OMFP fluorogenic substrate, fluorescence intensity. inhibition, % at 20 µM. actives 0.22% (n = 360,000). AID 651560;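 active = compounds that cut the enzyme signal by at least half of the control window in the single-dose screen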;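 note: plate controls were DMSO wells with enzyme plus substrate for no effect and substrate without enzyme for full effect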
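Test system: LMPTP-A phosphatase enzyme. Amount: LMPTP-A at 0.625 nM final in the reaction. Reagent: OMFP substrate, 400 µM final. Times: 50 min at room temperature. Signal: endpoint fluorescence intensity from OMFP dephosphorylation. Read-out basis: % inhibition. Benchmarks: no-enzyme and uninhibited controls.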
SUMO1-SIM PPI: SUMO1-SIM interaction modulation; inhibition, % at 20 µM; actives 0.33% (n = 360,000); SUMO1 binding to a labelled peptide, TR-FRET, 1 h; P63165; in the data active = inhibition above about 37%
Rpn11 block: inhibitors of human proteasome Rpn11 | O00487 | human 26S proteasome, Ub4-pepOG fluorescence polarization; 20S core pre-blocked with epoxomicin | calls only at 20 µM | actives 0.59% (n = 360,000) | AID 588493;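 active = inhibition at 20 µM, scaled to each plate's controls, above about 33%, limit read from the data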
Rin1-Abl PPI inh: blocks binding of human Rin1 to Abl; actives 0.4% (n = 360,000); TR-FRET Rin1/Abl binding, biochemical; P00519+Q13671; AID 588664; inhibition, % at 7.35 µM; in the data active = inhibition above about 5%, passing the limit was not always enough
Scp1 inh: blocks human Scp-1 phosphatase activity; Q9GZU7; actives 0.88% (n = 340,000); Recombinant Scp1, phosphopeptide, malachite green phosphate absorbance; AID 493091; inhibition, % at 20 µM;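 active = inhibition above about 50% at 20 µM, limit read from the data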;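 note: plate controls were DMSO wells with enzyme for no effect and wells lacking enzyme for full effect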
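Material – SCP-1 phosphatase catalytic domain, residues 76-261 · Buffer or medium – Acidic Tris acetate buffer with magnesium and detergent · Also added – Phospho 17-mer peptide substrate · Compound – single 20 µM dose, 1% DMSO · Times – 45 min room-temperature reaction, 5 min colour, 30 min stabiliser · Technique – Phosphate-binding colour reagent, absorbance read at 630 nm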
CSN inh: blocks human CSN-mediated cullin deneddylation | Purified CSN, SCF-Nedd8-OG deneddylation, fluorescence polarization | inhibition, % at 12.5 µM | actives 0.38% (n = 360,000);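 active = pattern-corrected inhibition above about 35%, with an unprinted fluorescence ratio check between 0.5 and 1.5, limit read from the data, passing the limit was not always enough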;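 note: 0% = enzyme with substrate and 100% = substrate without enzyme; some results filed as inactive read as strong as hits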
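Schedule: reaction 90 min, room temperature / Assay system: HEK293T-derived human Csn5 enzyme / Input: Csn5 at 0.24 nM final / Measure: inhibition of Csn5 cleavage, % / Control set: substrate-only high control, full reaction low control / Technique: fluorescence polarization of the substrate / Buffer or medium: Tris/NaCl/DTT buffer, pH 7.5 / Reagent: SCFSkp2-Nedd8OG substrate at 10 nM final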
DNMT1 inh: DNMT1 (human) enzyme inhibition; P26358; actives 0.83% (n = 360,000); DNMT1 molecular beacon, Hinp1I cleavage, fluorescence; AID 588458; inhibition (reported as % activation of signal), % at 10 µM; in the data active = inhibition above about 50%
Target sequence (P26358 504-1616 limits assumed): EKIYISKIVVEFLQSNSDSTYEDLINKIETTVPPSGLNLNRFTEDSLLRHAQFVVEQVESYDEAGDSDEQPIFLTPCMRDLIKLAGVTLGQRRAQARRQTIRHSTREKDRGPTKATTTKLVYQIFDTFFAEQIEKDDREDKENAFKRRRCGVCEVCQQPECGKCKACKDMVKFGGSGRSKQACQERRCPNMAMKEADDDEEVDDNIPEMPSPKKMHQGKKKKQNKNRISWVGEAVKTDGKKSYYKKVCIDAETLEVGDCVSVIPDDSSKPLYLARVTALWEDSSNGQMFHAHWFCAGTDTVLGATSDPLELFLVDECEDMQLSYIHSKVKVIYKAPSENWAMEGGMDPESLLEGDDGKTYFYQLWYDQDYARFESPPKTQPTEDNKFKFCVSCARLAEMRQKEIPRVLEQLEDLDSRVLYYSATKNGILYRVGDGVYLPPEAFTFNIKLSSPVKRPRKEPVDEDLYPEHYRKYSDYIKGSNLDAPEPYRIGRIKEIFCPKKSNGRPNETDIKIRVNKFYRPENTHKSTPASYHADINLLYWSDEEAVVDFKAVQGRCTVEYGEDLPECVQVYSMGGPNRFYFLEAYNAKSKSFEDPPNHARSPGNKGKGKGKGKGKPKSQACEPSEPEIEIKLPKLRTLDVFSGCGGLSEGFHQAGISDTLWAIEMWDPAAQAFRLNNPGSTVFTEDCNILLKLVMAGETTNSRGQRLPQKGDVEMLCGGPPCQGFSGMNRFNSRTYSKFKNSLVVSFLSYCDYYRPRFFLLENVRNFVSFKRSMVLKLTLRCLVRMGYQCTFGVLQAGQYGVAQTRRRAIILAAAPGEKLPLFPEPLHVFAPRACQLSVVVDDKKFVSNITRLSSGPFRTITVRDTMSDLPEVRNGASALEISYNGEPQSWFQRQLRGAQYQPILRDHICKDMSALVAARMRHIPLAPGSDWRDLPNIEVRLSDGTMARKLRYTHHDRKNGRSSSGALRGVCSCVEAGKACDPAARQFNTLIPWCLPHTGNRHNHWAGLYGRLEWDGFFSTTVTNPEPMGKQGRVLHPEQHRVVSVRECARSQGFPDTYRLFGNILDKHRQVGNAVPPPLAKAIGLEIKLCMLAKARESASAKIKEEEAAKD
Neddyl block: blocks human cullin neddylation; TR-FRET cullin neddylation, biochemical; AID 651699; calls only at 25 µM; actives 0.58% (n = 360,000); P61081+Q13564; in the data active = inhibition above about 36%
NadD inh: NadD (S. aureus) enzyme inhibition; purified NadD enzyme, colorimetric absorbance read-out; actives 0.78% (n = 360,000); AID 602399; inhibition, % at 20 µM; in the data active = inhibition above about 26%; note: some compounds past the cut are filed as inactive
STEP inh: STEP (human) phosphatase inhibition | P54829 | recombinant STEP, OMFP fluorogenic substrate, fluorescence | inhibition, % at 20 µM | actives 0.25% (n = 360,000) | AID 588621;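 active = inhibition at 20 µM, scaled per plate between control wells, above about 37%, limit read from the data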;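 note: 0% = DMSO with enzyme and substrate and 100% = substrate only without enzyme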
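Also added – OMFP at 25 µM · Test system – STEP tyrosine phosphatase · Technique – FITC-channel fluorescence of OMFP product · Schedule – 20 min at room temperature, dark · Evaluation – control-normalized % inhibition with plate pattern correction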
* marks the source's active call; other numbers are inactive results; i = inactive; nt = not tested or not shown.

SMILES	LMPTP block	SUMO1-SIM PPI	Rpn11 block	Rin1-Abl PPI inh	Scp1 inh	CSN inh	DNMT1 inh	Neddyl block	NadD inh	STEP inh
CCOC(=O)c1c(C)[nH]c(C(=O)C(C)OC(=O)c2cccc(OCc3c(C)noc3C)c2)c1C (stereo not drawn)	3.0	-5	i	3	2	-4	-3	i	-8	5
C=C1CCN([C@H](C(=O)Nc2ccc(OC)cc2)C(C)C)S(=O)(=O)c2ccccc21	1.2	-1	i	2	-3	0	0	i	0	-3
CCOP(=O)(OCC)C(Nc1cccc([N+](=O)[O-])c1)c1ccc(OC)cc1 (stereo not drawn)	-0.9	-12	i	-1	11	2	1	i	-11	-2
CS(=O)(=O)N(CC(=O)N/N=C/c1ccccn1)c1ccc(Oc2ccccc2)cc1	-0.1	-4	i	-3	0	2	-3	i	2	2
COc1ccccc1NC(=O)CNC(=O)c1ccccc1C	0.2	-2	i	1	-7	-1	1	i	-5	-1
COc1cccc(CNC(=S)NC2CCCC2)c1	-1.0	-1	i	3	-4	1	1	i	2	0
CNC(=O)c1c(NC(=O)c2ccc(N3C(=O)CCC3=O)cc2)sc2c1CCCC2	1.5	-24	i	-4	-11	2	-12	i	2	-1
CC(=O)c1cccc(N(CC(=O)NC2CCCC2)C(=O)c2ccc(C)s2)c1	-0.5	-1	i	7.5*	4	0	-1	i	-4	-1
Cc1cc(C)n(-c2ccc(NC(=O)C3CCCCN3C(=O)c3cccs3)cc2)n1 (stereo not drawn)	-1.1	-2	i	0	-8	-3	-1	i	1	-2
Cc1ccc(CC(=O)Nc2cc(C)on2)cc1	-0.4	4	i	0	-9	-4	2	i	-2	-3
COc1cccc(OCCCN2CCCCC2)c1	-0.3	0	i	2	-4	3	2	i	-1	-5
Cc1[nH]c(C)c(S(=O)(=O)N2CCN(c3ccccc3)CC2)c1C(=O)N1CCCCC1	-0.6	1	i	0	6	-4	1	i	4	-4
CCNc1nc(NCC)n2c(SCC(=O)c3ccccc3F)nnc2n1	0.5	3	i	2	-3	-6	0	i	1	-1
CC(c1ccccc1)n1c(-c2ccncc2)n[nH]c1=S (stereo not drawn)	-3.1	-3	i	0	-1	1	1	i	3	5
CCn1c(SCC(=O)NNC(=O)Cc2ccccc2)nnc1-c1ccccc1	0.7	0	i	3	0	-4	0	i	1	-2
CCCN1C(=O)S/C(=C/c2ccc(N3CCOCC3)o2)C1=O	2.2	-135	nt	-13	-10	46	25	i	6	-8
COc1ccc(C(CNC(=O)C(=O)Nc2ccc3c(c2)OCCO3)N2CCN(C)CC2)cc1 (stereo not drawn)	1.6	-4	i	-1	1	2	-1	i	1	-1
COC(=O)c1c(NC2=NS(=O)(=O)c3ccccc32)sc2c1CCC(C(C)(C)C)C2 (stereo not drawn)	-1.1	-5	i	-2	-1	3	3	i	22	5
CNCc1ccccc1Sc1ccc(O)c(O)c1	1.6	-3	i	12*	-2	-2	-5	i	5	-1
CC(=O)c1cccc(CN2CCN(CC=C(C)C)C(CCO)C2)c1 (stereo not drawn)	-0.9	5	i	-2	-14	-4	4	i	-5	-2
Cn1ccnc1SCC(=O)c1cccc(C(F)(F)F)c1	-0.5	26	i	-2	-1	16	-3	i	-5	0
C=CCN1C(=O)c2ccc(C(=O)NCCc3ccc(F)cc3)cc2C1=O	0.4	-28	i	4	-8	4	2	i	-5	2
Cc1ccc(-n2nnnc2SCc2ccc(C(=O)O)cc2)cc1C	-0.5	-3	i	0	-16	0	3	i	-18	3
Cc1[nH]c(=O)[nH]c(=O)c1/C=N/NC(=O)[C@H](C)NC(=O)OC(C)(C)C	-0.7	-5	i	5	13	-1	0	i	6	1
N=c1c2c(ncn1CCCO)Oc1c(ccc3ccccc13)C2c1ccccc1 (stereo not drawn)	1.5	-7	i	-3	-3	0	-4	i	-8	2

One compound at a time (already shown). Order of values: LMPTP block | SUMO1-SIM PPI | Rpn11 block | Rin1-Abl PPI inh | Scp1 inh | CSN inh | DNMT1 inh | Neddyl block | NadD inh | STEP inh
Shown for `CC(c1ccccc1)n1c(-c2ccncc2)n[nH]c1=S` (stereo not drawn) : -3.1 | -3 | i | 0 | -1 | 1 | 1 | i | 3 | 5
Shown for `Cc1[nH]c(=O)[nH]c(=O)c1/C=N/NC(=O)[C@H](C)NC(=O)OC(C)(C)C` : -0.7 | -5 | i | 5 | 13 | -1 | 0 | i | 6 | 1
Shown for `C=C1CCN([C@H](C(=O)Nc2ccc(OC)cc2)C(C)C)S(=O)(=O)c2ccccc21` : 1.2 | -1 | i | 2 | -3 | 0 | 0 | i | 0 | -3
Shown for `N=c1c2c(ncn1CCCO)Oc1c(ccc3ccccc13)C2c1ccccc1` (stereo not drawn) : 1.5 | -7 | i | -3 | -3 | 0 | -4 | i | -8 | 2
Shown for `CCOC(=O)c1c(C)[nH]c(C(=O)C(C)OC(=O)c2cccc(OCc3c(C)noc3C)c2)c1C` (stereo not drawn) : 3.0 | -5 | i | 3 | 2 | -4 | -3 | i | -8 | 5

Additional entries follow:
SMILES	LMPTP block	SUMO1-SIM PPI	Rpn11 block	Rin1-Abl PPI inh	Scp1 inh	CSN inh	DNMT1 inh	Neddyl block	NadD inh	STEP inh
COc1cc(/C=C2/NC(=O)NC2=O)cc(Br)c1OCc1cccc(C(=O)O)c1	-6.1	-4	i	6	-1	-16	6	i	-2	0
CS(=O)(=O)N1CCN(c2ncnc3c2cnn3-c2ccccc2)CC1	-1.0	0	i	0	6	11	9	i	0	-4
CCCc1nc(NCc2ccncc2)c2nnn(Cc3ccccc3F)c2n1	0.0	4	i	1	-6	10	1	i	-7	2
Cc1ccc2c(C)c(C(=O)N3CCN(Cc4ccc5c(c4)OCO5)CC3)oc2c1C	2.5	1	i	-1	-1	-2	-3	i	5	4
CS(=O)(=O)c1ccc(C(=O)N(CCc2ccccc2)Cc2ccccc2)cc1	-0.3	0	i	-1	-6	-3	-2	i	-3	0
COCCN(Cc1ccccc1)C(=O)C1CCN(S(=O)(=O)c2ccc3c(c2)OCCO3)CC1	-10	-28	i	-1	-15	-8	-2	i	3	2
CC(C)CCn1cnc2c(NCc3ccccc3)ncnc21	-0.9	3	i	0	-13	-2	0	i	-6	-3
O=C(CN1CCC(n2nnc3cc(F)ccc32)CC1)NC1CC1	0.0	1	i	-1	0	0	0	i	-4	0
C/C(=N\NC(=O)CN1CCN(S(=O)(=O)c2ccc(C)cc2)CC1)c1ccncc1	-0.9	4	i	1	2	2	-1	i	-7	3
Cc1cc(C)c(S(=O)(=O)N(C)CC(=O)NCCCn2ccnc2)c(C)c1	-2.2	-2	i	2	-7	-3	1	i	-6	-1
COC(=O)c1scc(C)c1S(=O)(=O)Nc1ccc(C)cc1	-0.9	10	i	1	-1	-9	1	i	-6	0
CC1(C(=O)NS(=O)(=O)c2ccccc2)CCN1C(=O)C1(c2ccc(Cl)cc2)CCC1 (stereo not drawn)	1.0	1	i	-1	nt	-4	4	i	-2	-2
Cc1nn(C)cc1CNC(=O)c1ccc(Br)o1	-1.6	0	i	4	-3	-2	-1	i	-5	2
C/C(=N/NC(=O)c1cccc(C)c1)c1c(O)cc(C)oc1=O	-1.8	1	i	-1	-9	-6	1	i	-2	-2
CCC(C(=O)NC1CCCC1)N(C(=O)Cn1nnc(-c2ccc(C)cc2)n1)C1CCCC1 (stereo not drawn)	0.9	1	i	-3	-12	-3	3	i	-4	4
Cc1cc(S(=O)(=O)n2cnc3ccccc32)c(C)cc1Cl	-2.8	-2	i	1	-9	1	2	i	6	-1
C#CCSc1nc2[nH]ncc2c(=O)[nH]1	0.0	2	i	-1	-7	5	5	i	2	-2
Cc1cc(N2CCN(C3CCCCC3)CC2)n2nc(C)nc2n1	0.7	5	i	0	-12	-1	0	i	0	0
COc1cc(SC)ccc1C(=O)OCC(=O)NC1CC1	-0.1	-1	i	2	-7	-4	-1	i	-3	2
CCCN(C(=O)C1CC(=O)N(c2ccccc2C(C)CC)C1)C1CCS(=O)(=O)C1 (stereo not drawn)	-0.1	5	i	3	-8	1	2	i	16	-2
Cc1ccc(C)c(NS(=O)(=O)c2ccccc2C)c1	-1.3	-2	i	-4	-9	-3	-1	i	-2	-1
C[C@H](NC(=O)c1nc[nH]c1C(=O)N[C@@H](CCCCNC(=O)OC(C)(C)C)C(=O)OC(C)(C)C)C(=O)OCc1ccccc1	1.8	0	i	4	-3	-5	-20	i	10	5
O=S(=O)(O)c1cc(OS(=O)(=O)c2ccccc2)cc2ccccc12	-2.0	-3	i	1	1	-2	3	i	-1	1
O=C(NC1CCCC1)C1CCN(C(=O)c2cccc(Cl)c2)CC1	-1.3	0	i	4	-3	-2	0	i	-1	1
CCc1cc2c(=O)c(-c3nc4ccccc4[nH]3)coc2c(CN2CCCCC2)c1O	-0.3	3	i	-3	-14	2	0	i	-3	0

(further entries)
SMILES	LMPTP block	SUMO1-SIM PPI	Rpn11 block	Rin1-Abl PPI inh	Scp1 inh	CSN inh	DNMT1 inh	Neddyl block	NadD inh	STEP inh
CC(=O)c1ccc(OCc2c(-c3ccccc3)nnn2CC(=O)NS(=O)(=O)c2ccc(C)cc2)cc1	-0.5	4	i	0	nt	1	9	i	5	-3
Cc1ccc(/C=C/C(=O)NC(=S)Nc2ccc(S(=O)(=O)Nc3cc(C)on3)cc2)cc1	-0.2	4	i	-7	-9	5	2	i	7	-3
Cn1cccc1CC(=O)N/N=C\c1cccs1	-0.5	-3	i	1	6	-2	-5	i	-4	3
O=C(O)c1cc(-c2ccc(/C=N/N3C(=O)C4C5C=CC(C6CC56)C4C3=O)o2)ccc1Cl (stereo not drawn)	0.1	-7	i	-3	31	7	21	i	6	17
O=S(=O)(Nc1ccc2c(c1)OCO2)c1ccc(Cl)cc1F	1.4	3	i	1	-7	-1	-2	i	-2	-1
COCCN(Cc1cc2cc3c(cc2nc1Cl)OCO3)C(=O)Nc1ccccc1OC	-1.4	6	i	-3	-9	0	-4	i	2	-1
C=CCNC(=O)c1cc(Cl)ccn1	-0.6	2	i	-1	-2	2	2	i	-1	0
CC1=Nc2cc(C(=O)O)ccc2Sc2ccc(C)cc21	0.9	1	i	-3	2	-7	-1	i	6	-1
CCCC/C(O)=C1\C(=O)CCCC1=NCCc1c(C)[nH]c2ccccc12	1.9	-3	i	1	-1	-4	1	i	-7	-4
Cc1c(C#N)c2ncn(Cc3ccccc3)c(=O)c2n1-c1ccccc1	-1.2	2	i	1	-9	-7	-2	i	-1	-1
C/C(N)=C(/C#N)C(=O)CSc1nnc(-c2ccccc2Br)o1	0.1	2	i	-5	16	2	0	i	-2	4
COc1ccccc1OCC(=O)N/N=C/c1c(O)ccc2ccccc12	2.0	-26	i	-2	nt	1	-3	i	2	0
Cc1ccc(C)c(-n2nnnc2SCC(=O)NCCC2=CCCCC2)c1	-0.6	0	i	0	-11	2	3	i	-8	-1
